# JMJD2A Tudor inh – JMJD2A Tudor domain (human) inhibition; O75164; AlphaScreen JMJD2A-Tudor / H3K4me3 peptide binding; Potency, µM (titrated, usually from 114 µM), for the others: top-dose activity change, negative = inhibition, hits mostly inhibitors; 390,000 compounds, 4.4% hits; AID 504339; also: potency is read from the fitted curve at half-maximal effect; % is scaled to controls: 0 for no effect and ±100 for the full control effect; nearly all actives have a fitted effect of over 50% in size
# Target sequence (O75164 whole entry, looked up, the tested form may be a part): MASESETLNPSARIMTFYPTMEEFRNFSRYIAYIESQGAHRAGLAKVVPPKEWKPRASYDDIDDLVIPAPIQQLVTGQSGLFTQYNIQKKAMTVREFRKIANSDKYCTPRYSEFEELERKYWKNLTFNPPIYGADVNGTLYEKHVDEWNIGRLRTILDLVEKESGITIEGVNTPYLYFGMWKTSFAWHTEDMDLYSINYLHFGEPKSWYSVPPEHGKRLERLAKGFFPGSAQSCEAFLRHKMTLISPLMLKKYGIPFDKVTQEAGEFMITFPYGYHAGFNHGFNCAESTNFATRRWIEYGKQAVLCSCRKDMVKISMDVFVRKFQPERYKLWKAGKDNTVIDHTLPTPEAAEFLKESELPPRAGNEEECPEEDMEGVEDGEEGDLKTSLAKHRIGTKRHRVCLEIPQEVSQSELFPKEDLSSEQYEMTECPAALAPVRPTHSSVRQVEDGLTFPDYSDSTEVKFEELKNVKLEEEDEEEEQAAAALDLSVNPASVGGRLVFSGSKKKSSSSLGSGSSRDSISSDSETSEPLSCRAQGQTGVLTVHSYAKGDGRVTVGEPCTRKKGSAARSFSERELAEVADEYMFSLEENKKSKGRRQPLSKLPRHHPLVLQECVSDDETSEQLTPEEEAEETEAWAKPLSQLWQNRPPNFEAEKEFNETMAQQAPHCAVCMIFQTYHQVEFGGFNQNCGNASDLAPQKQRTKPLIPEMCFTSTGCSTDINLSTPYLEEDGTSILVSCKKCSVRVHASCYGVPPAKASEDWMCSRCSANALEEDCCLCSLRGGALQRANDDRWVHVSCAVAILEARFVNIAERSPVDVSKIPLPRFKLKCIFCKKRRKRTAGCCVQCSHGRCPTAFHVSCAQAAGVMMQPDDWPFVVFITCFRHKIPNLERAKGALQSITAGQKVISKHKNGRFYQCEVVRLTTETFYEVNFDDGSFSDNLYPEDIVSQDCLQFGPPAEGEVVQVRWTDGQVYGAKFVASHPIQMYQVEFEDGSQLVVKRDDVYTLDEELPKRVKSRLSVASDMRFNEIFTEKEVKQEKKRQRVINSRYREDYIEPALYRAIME
# HP1b chromo inh – inhibitors of HP1-beta chromodomain binding to methylated histone tails | Potency, µM (highest dose often 114 µM), for inactives: at the top dose activity change, negative = inhibition, most hits filed as inhibitors | 390,000 compounds, 0.56% hits | AlphaScreen HP1-beta / biotin-H3K9me3 peptide binding | P83916; also: potency is read from the fitted curve at half-maximal effect; nearly all actives have a fitted effect of over 70% in size; inactives centre near 23
#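 AlphaScreen: HP1-beta (50 nM) preformed 30 min with biotin-H3(1-18)K9me3 peptide (50 nM) in PBS pH 7.4, 0.01% Tween-20. Compound added for 30 min at RT, then streptavidin donor/nickel chelate acceptor beads (10 ug/mL) for 30 min.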
# G9a inh – blocks human histone lysine methyltransferase G9a | 350,000 compounds, 8.8% hits | G9a H3K9 monomethylation, AlphaScreen, 2 h | Q96KQ7 | Potency, µM (titrated, usually from 102 µM), for inactives: at the highest dose activity, negative = inhibition, usual class: inhibitors | AID 504332; also: potency is read from the fitted curve at half-maximal effect; % is scaled to controls: 0 for no effect and ±100 for the full control effect; nearly all actives have a fitted effect of over 75% in size
#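 G9a (20 nM) was preincubated 15 min with compound, then reacted 2 h at room temperature with 500 nM biotin-H3K9 peptide and 20 µM SAM. Monomethyl-H3K9 detected by AlphaScreen using anti-H3K9me1 antibody.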
# BAZ2B block – inhibitors of human BAZ2B bromodomain; Q9UIF8; AlphaScreen BAZ2B-H3K14Ac peptide displacement; Potency, µM (series often up to 114 µM), without a hit: at the top dose activity change, negative = inhibition, most hits filed as inhibitors; 360,000 compounds, 4.4% hits; AID 504333; also: potency is read from the fitted curve at half-maximal effect; % is scaled to controls: 0 for no effect and ±100 for the full control effect; nearly all actives have a fitted effect of over 60% in size
#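 Complex of BAZ2B and biotin-H3K14Ac (50 nM apiece) forms over 30 min at RT, then faces library compounds up to 110 uM for another 30 min; AlphaScreen beads added, 20 min dark incubation, luminescence read.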
# GLS inhibitor – blocks human kidney-isoform glutaminase activity; O94925; GLS enzymatic activity, qHTS titration; Potency, µM (top dose mostly 45.5 µM), inactives show at the top dose activity change, negative = inhibition, most hits filed as inhibitors; 410,000 compounds, 0.21% hits; AID 624170; also: potency is read from the fitted curve at half-maximal effect; % is scaled to controls: 0 for no effect and ±100 for the full control effect
#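 Coupled fluorescence readout: glutamate oxidase/HRP/Amplex Red detect glutamate formed by hKGA from L-glutamine (1 mM solution added). Buffer 45 mM KH2PO4 pH 8.2, 0.02% Tween-20; reads at t0 and 30 min RT.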
# PGK inhibitor – inhibitors of T. brucei phosphoglycerate kinase. PGK/GAPDH coupled, Kinase-Glo luminescence, 60 min. AID 602233. 380,000 compounds, 0.043% hits. P07378. Potency, µM (titrated, usually from 57.5 µM), for the others: at the top dose activity change, negative = inhibition, most hits filed as inhibitors; also: potency is read from the fitted curve at half-maximal effect; % is scaled to controls: 0 for no effect and ±100 for the full control effect; nearly all actives have a fitted effect of over 60% in size
#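 Luminescent ATP detection (Kinase-Glo Plus) follows a 60-minute room-temperature incubation, with wells lacking PGK as controls. Buffer: 100 mM TEA (pH 7.6), 5 mM MgCl2, 0.01% Tween-20. Coupling enzyme GAPDH (100 nM final) supplies unstable 1,3-BPG in-well.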
# Pin1 inhibitor – inhibitors of human Pin1; 390,000 compounds, 0.009% hits; Q13526; Potency, µM (top dose mostly 115 µM), for inactives: at the highest dose activity, negative = inhibition, most hits filed as inhibitors; Pin1 FP peptide displacement, HiFluor488, 10 min; AID 504891; active = well fitted inhibition curve with a large enough effect in the polarisation, with a control signal flat, not every such curve was filed as active; inconclusive = small, poorly fitted or top-dose-only effect, or effect the other way, or a change in a side signal; inactive = no such curve, though single readings can be large or run the other way; the % refers to the polarisation; also: potency is read from the fitted curve at half-maximal effect; % is scaled to controls: 0 for no effect and ±100 for the full control effect
# PI4K2A inh – inhibitors of human PI4K2A; Q9BTU6; purified PI4K2A, ADP-Glo luminescence, 1 h; stronger effect = lower value; activity change, negative = inhibition, % at 76.9 µM; 420,000 compounds, 0.13% hits; in the data active = activity change below about -50%; inconclusive = mostly about -30% to -49%;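 also: -100% = wells without enzyme as full effect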
#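 Compounds are screened against recombinant PI4K2A using PI as substrate and ATP, the latter dispensed at 300 microM. Reactions run one hour at ambient temperature before ADP-Glo detection; full inhibition defined by wells lacking enzyme.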
# Pol eta inh – blocks human DNA polymerase eta activity. recombinant Pol eta, fluorescent DNA replication assay. Potency, µM (doses to about 114 µM), without a hit: at the top dose activity change, negative = inhibition, most hits filed as inhibitors. 390,000 compounds, 1.2% hits. AID 588591; also: potency is read from the fitted curve at half-maximal effect; % is scaled to controls: 0 for no effect and ±100 for the full control effect
#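 Pol eta (10 nM) was preincubated with compounds for 15 min at room temperature, after which fluorescent replication substrate (50 nM final) was added to start the reaction. Fluorescence was read kinetically at 0 and 10 min.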
# Active calls of the source: *; i = inactive; ? = inconclusive; nt = not tested or not shown; [ ] = dose if it differs, or a comment. Unless noted, calls follow the shape of the dose curve; as a rule, active = well fitted curve in the direction sought with a large enough effect; inconclusive = small, poorly fitted or top-dose-only effect, or another doubt; inactive = no such curve, though single readings can be large; an effect the other way counts as inactive or inconclusive. An excerpt, so the mix of outcomes need not match the whole.
# Under each structure – JMJD2A Tudor inh, HP1b chromo inh, G9a inh, BAZ2B block, GLS inhibitor, PGK inhibitor, Pin1 inhibitor, PI4K2A inh, Pol eta inh
1: COc1ccccc1C(=O)NC(=S)NNC(=O)c1sc2ccccc2c1Cl
 : -19.3%, -24.2%, ?, -4.0%, -4.8%, 7.0%, 0.1%, 1.0, ?
2: COc1ccccc1C(=O)n1nc(-c2ccccc2)nc1N
 : -10.0%, 40.6%[activator], 4.0%[12.7 µM], 8.3%, 2.6%, i, -4.4%, -2.2, -8.7%
3: CC(C)CC(=O)NC(=S)Nc1ccc(N2CCOCC2)cc1
 : -22.1%, 20.1%, -10.5%[59 µM], -9.3%, 3.8%, 2.5%, 1.0%, -1.0, -5.6%
4: Cc1ccccc1CSCC(=O)c1c(N)n(CC(C)C)c(=O)n(C)c1=O
 : -16.5%, 15.8%, ?, 3.4%, 0.4%, -11.7%, -3.4%, -3.4, 6.6%
5: Cc1nc([N+](=O)[O-])c(Br)n1CC(=O)c1ccc(Br)cc1
 : -18.8%, 20.8%, 26.0%[59 µM], 8.3%, 4.7%, 9.2%, -3.5%, 20.0, -19.9%
6: CCOc1ccc(NC(=O)CSCC(=O)O)cc1
 : 8.4%, 51.8%[activator], 12.8%[59 µM], 1.1%, nt, -5.8%, ?, 1.4, 2.8%
7: CCOC(=O)C1=C(CS(=O)(=O)c2ccc(Cl)cc2)NC(=O)NC1c1ccc(O)c(OC)c1 (stereo not given)
 : -26.4%, 16.5%, -3.8%, ?, 10.9%, -7.1%, -1.5%, 3.1, -15.2%
8: CC(C)Cn1cc(C(=O)N2CCC(C)CC2)c2c3ccccc3n(C)c2c1=O
 : -7.7%, 9.6%, 26.1%[59 µM], ?, 5.3%, -1.5%, -1.5%, -24.5, 0.6%
9: COC(=O)Cn1c(=O)c(C(=O)CCl)c(N)n(Cc2ccccc2)c1=O
 : 5.6%, 42.7%[activator], ?, -14.0%, -1.3%, -11.6%, -0.3%, 2.6, -14.3%
10: O=C(c1cc2c(=O)oc3ccccc3c2s1)N1CCN(c2ccccc2)CC1
 : 1.0%, 35.3%[activator], 6.6%[59 µM], 2.3%, 0.4%, -2.7%, 0.1%, -7.0, -14.6%
11: CCOC(=O)c1cc(CC)sc1NC(=O)CCC(=O)O
 : ?, 19.8%, -16.0%[12.7 µM], 1.4%, 6.4%, -1.1%, 6.9%, 6.1, -4.4%
12: CC1CN(CCOc2ccc(Cl)cc2Cl)CC(C)O1 (stereo not given)
 : 8.91µM*, ?, ?, -37.1%, 3.6%, -0.1%, 2.0%, 5.6, -8.6%
13: Cc1cc(C(=O)N2CCC(C)CC2)on1
 : -22.6%, 25.3%, nt, -3.1%, -1.2%, i, -7.3%, 5.8, -5.8%
14: CC(C)c1ccc(N(CC(=O)O)S(=O)(=O)c2ccc3[nH]c(=O)c(=O)[nH]c3c2)cc1
 : -21.8%, 61.7%[activator], -30.7%[59 µM], -11.2%, -3.6%, -3.6%, -1.0%, -6.1, -15.9%
15: CC(OC(=O)C1CC1)C(=O)Nc1ccc([N+](=O)[O-])cc1Cl (stereo not given)
 : -19.9%, -4.5%, -1.9%, -10.1%, -0.6%, -2.6%, 3.7%, 2.4, -2.9%
16: N/C(=N\OC(=O)c1cccc(Br)c1)c1ccccc1
 : 14.6%, 77.7%[activator], 4.3%[0.501 µM], 34.8%, 0.9%, -3.2%, 0.1%, -2.5, -15.4%
17: Cc1ccc(OCC(=O)NCC(c2ccc(Cl)cc2)N2CCOCC2)cc1C (stereo not given)
 : 3.3%, 54.6%[activator], -1.5%[59 µM], -1.6%, 2.1%, i, 4.3%, -2.1, ?
18: O=C(NCc1ccc(Cl)cc1)c1cc(=O)[nH]c2ccccc12
 : -17.5%, -0.7%, 22.0%, 6.2%, -0.9%, -9.0%, -2.8%, 1.7, -18.5%
19: COc1ccc(N2C(=O)CC(N3CCN(c4ccc(S(=O)(=O)N5CCCC5)cc4)CC3)C2=O)cc1 (stereo not given)
 : -16.2%, 12.7%, ?, -7.8%, 6.5%, -1.1%, 6.8%, -8.8, -6.8%
20: CCOC(=O)C1=C(C)NC2=C(C(=O)CCC2)C1c1cccs1 (stereo not given)
 : 9.6%, 23.0%, 6.0%[12.7 µM], 7.0%, -1.5%, -1.4%, -0.4%, 7.2, -12.6%
21: CCc1ccc(C(=O)COC(=O)C(Cc2c[nH]c3ccccc23)NC(=O)c2ccc(CC)cc2)cc1 (stereo not given)
 : -9.3%, -3.8%, -30.7%[59 µM], -6.8%, 2.0%, 4.5%, 34.0%[activator], -1.3, -7.0%
22: c1ccc(-c2nc3nc4ccccc4nc3n2CC2CCCO2)cc1 (stereo not given)
 : 0.0%, 23.5%, -0.1%, -2.9%, -1.5%, -2.2%, -0.2%, 0.2, -19.0%
23: O=C(NCc1ccncc1)C1CCN(S(=O)(=O)c2cccc(C(F)(F)F)c2)CC1
 : -11.3%, 7.8%, -7.8%, -0.3%, 0.7%, -2.1%, 1.3%, 4.3, -19.3%
24: COc1cc(-n2c(=O)c3ccccc3n(Cc3cccc(C)c3)c2=O)cc(OC)c1OC
 : -5.7%, 22.4%, -3.6%[59 µM], -37.5%, -6.8%, i, 0.4%, 10.3, -4.8%
25: O=C(COC(=O)COc1ccc(Br)cc1)NC1CCCC1
 : -11.8%, 13.7%, nt, nt, 6.7%, -4.0%, 1.5%, -1.1, -4.6%
26: Cc1cccc(N2C(=O)CC(SC(N)=Nc3ccccc3)C2=O)c1 (stereo not given)
 : ?, 22.7%, -5.2%, -18.8%, 4.1%, i, -1.1%, 2.1, -9.9%
27: COc1ccc(CN=Cc2c(C(F)(F)F)[nH][nH]c2=O)cc1
 : 79.4µM*, -1.1%, -11.2%[59 µM], 9.9%, 13.4%, -9.0%, 3.4%, 0.0, -12.0%
28: COc1cccc(NC(=O)CCC2CCN(C(=O)c3cncs3)CC2)c1
 : -4.8%, 29.9%, 39.8µM*, 2.3%, 4.6%, -12.2%, 0.3%, 1.1, -22.4%
29: FC(F)(F)c1cccc(Cc2noc(CN3CCCC(CN4CCCC4)C3)n2)c1 (stereo not given)
 : -17.0%, 32.9%, ?, 1.1%, -2.9%, -6.4%, -1.9%, 1.1, -11.5%
30: Clc1ccc(CSc2nnc3ccccn23)c(Cl)c1
 : -1.4%, 10.5%, 6.5%, 4.7%, 1.7%, 4.1%, -0.4%, -0.6, -8.5%
31: O=C(Cc1ccccc1)Nc1nc(-c2ccc(F)c(F)c2)cs1
 : -1.4%, 17.8%, 4.7%, 1.7%, -26.5%, -5.6%, 1.0%, 0.8, -13.5%
32: Clc1ccc(-c2cc3ncc4c(n3n2)-c2ccccc2OC4)cc1
 : 0.0%, 39.1%[activator], -35.4%[59 µM], -3.8%, 19.2%, -3.5%, -1.5%, -2.3, -1.0%
33: COc1cnn(-c2ccc(F)cc2)c(=O)c1Br
 : -11.8%, 27.7%, 0.2%, -30.6%, -3.7%, 2.9%, -20.9%, 4.6, -0.9%
34: CCc1ccccc1N(CC(=O)NCc1ccccc1)C(=O)CCC(=O)Nc1ccccn1
 : -12.0%, 14.1%, 17.9%[59 µM], -2.9%, 0.4%, i, 0.5%, 2.1, -12.9%
35: CCOC(=O)c1c(C)n(S(=O)(=O)c2ccc(C)cc2C)c2ccc(NS(=O)(=O)c3ccc(C)cc3C)cc12
 : -31.0%, 17.2%, -48.6%[59 µM], -21.2%, -18.0%, 3.8%, 25.6%, -3.8, -18.8%
36: CCOC(=O)c1[nH]c(C)c(CCC(=O)Nc2ccc(C)cc2Cl)c1C
 : -3.2%, 23.2%[57 µM], 1.0%[59 µM], 1.5%, -14.5%, i, 3.9%, 2.8, -7.9%
37: O=C(Nc1ccc(S(=O)(=O)Nc2ncccn2)cc1)c1cccnc1
 : 2.1%, 47.4%[activator], -5.6%, -1.4%, 5.0%, 0.2%, -2.1%, -0.4, -19.1%
38: Cn1c(N2CCN(c3ccccn3)CC2)nc2c1c(=O)n(Cc1ccccc1Cl)c(=O)n2C
 : 0.0%, 48.3%, nt, nt, ?, -2.1%, 1.2%, 9.6, -9.6%
39: CCCCOc1ccc(N(CC(=O)NC(C)(C)CC)C(=O)CCC(=O)Nc2ccccn2)cc1
 : -28.0%, -17.9%, -39.7%, -28.7%, -5.6%, -4.6%, -3.0%, 1.8, -24.4%
40: O=C(O)c1cc(Cl)ccc1OS(=O)(=O)c1ccc(Cl)s1
 : -15.1%, 11.9%, nt, nt, -2.3%, -9.5%, 0.8%, -0.9, -4.5%
41: CC12CCC3C(CCC4N(CCO)CCC34C)C1CCC2O (stereo not given)
 : -6.4%, 31.4%, -11.6%, 1.4%, 4.9%, -3.2%, 3.2%, -2.0, -5.5%
42: Cc1ccc(N2CS(=O)(=O)/C(=C/N(C)C)C2=O)cc1
 : -5.6%, 24.4%, 11.5%[59 µM], 15.7%, 4.4%, -8.5%, -3.2%, -6.4, -6.9%
43: COc1ccc(Cl)cc1NC(=O)CN(C)C(=O)c1sc2ccccc2c1Cl
 : -20.6%, 21.0%, -13.1%[12.7 µM], 2.9%, -4.5%, -9.2%, 21.5%, 10.0, -28.3%

# Arranged by value in Pol eta inh (rising): three from the list above.
nr	Molecule	Pol eta inh
28	COc1cccc(NC(=O)CCC2CCN(C(=O)c3cncs3)CC2)c1	-22.4%
16	N/C(=N\OC(=O)c1cccc(Br)c1)c1ccccc1	-15.4%
12	CC1CN(CCOc2ccc(Cl)cc2Cl)CC(C)O1 (stereo not given)	-8.6%
